Screening data (PubChem)
697 NFkB inh: inhibitors of the PMA/ionomycin-induced NF-kB reporter in 697 B cells; 697 B-cell NF-kB luciferase reporter, 16 h; inhibition, % at 4 µM; hit rate 0.33% among 330,000; in the data active = inhibition above about 35%
CCR6 antagonist: blocks CCL20-driven beta-arrestin recruitment at human CCR6 | P51684 | CHO-K1 CCR6 PathHunter beta-arrestin, luminescence, CCL20-stimulated | inhibition, % at 20 µM | hit rate 0.49% among 340,000 | AID 493098;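 active = compounds whose inhibition of the agonist-driven luminescence signal at 20 µM reaches about 50%, limit read from the data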;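 also: cells stimulated with CCL20 at 14 nM final; plate controls were DMSO with CCL20 for no effect and DMSO without agonist for full effect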
SENP8 inh: inhibitors of human SENP8 protease. purified SENP8, Z-RLRGG-aminoluciferin cleavage, luminescence. inhibition, % at 10 µM. hit rate 1.2% among 330,000. AID 2540
Target sequence (Q96LD8 whole entry, looked up): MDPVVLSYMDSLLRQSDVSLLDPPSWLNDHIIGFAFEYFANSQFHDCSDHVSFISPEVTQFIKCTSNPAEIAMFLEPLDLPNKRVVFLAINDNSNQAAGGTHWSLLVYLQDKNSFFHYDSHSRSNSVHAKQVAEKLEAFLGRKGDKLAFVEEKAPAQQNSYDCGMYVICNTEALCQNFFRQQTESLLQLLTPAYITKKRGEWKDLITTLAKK
Jurkat NFkB inh: lowers PMA/ionomycin-induced NF-kB signal in Jurkat cells | PMA/ionomycin-induced NF-kB luciferase reporter, luminescence | inhibition, % at 4 µM | hit rate 0.53% among 330,000
Gli-Sufu block: blocks Gli-Sufu signaling in a luciferase reporter; AID 588413; Sufu-KO-LIGHT fibroblasts, Gli luciferase reporter luminescence; hit rate 0.74% among 340,000; inhibition, % at 5 µM;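 active = inhibition above about 55%, limit read from the data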;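 also: 0% = DMSO-treated cells and 100% = wells with medium but no cells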
UBC13 polyUb: human UBC13 polyubiquitination inhibition; P61088; UBC13 polyubiquitin chain formation, TR-FRET; inhibition, % at 20 µM; hit rate 0.47% among 330,000; in the data active = inhibition above about 45%, passing the limit was not always enough
Target sequence (P61088 whole entry, looked up): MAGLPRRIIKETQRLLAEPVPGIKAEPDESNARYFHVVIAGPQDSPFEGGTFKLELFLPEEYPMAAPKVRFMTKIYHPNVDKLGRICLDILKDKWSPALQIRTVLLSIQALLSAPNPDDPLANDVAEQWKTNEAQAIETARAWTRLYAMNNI
EBI2 block: EBI2 (human) antagonism. hit rate 0.81% among 360,000. EBI2 beta-arrestin recruitment, luminescence, 7a,25-OHC stimulated. AID 651636. inhibition, % at 5 µM; in the data active = inhibition above about 38%;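 also: enzyme fragment complementation signal reports receptor beta-arrestin coupling in cells; 0% = agonist plus DMSO wells and 100% = wells without agonist; some results beyond the cut were filed as inactive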
Target sequence (P32249 whole entry, looked up, the tested form may be a part): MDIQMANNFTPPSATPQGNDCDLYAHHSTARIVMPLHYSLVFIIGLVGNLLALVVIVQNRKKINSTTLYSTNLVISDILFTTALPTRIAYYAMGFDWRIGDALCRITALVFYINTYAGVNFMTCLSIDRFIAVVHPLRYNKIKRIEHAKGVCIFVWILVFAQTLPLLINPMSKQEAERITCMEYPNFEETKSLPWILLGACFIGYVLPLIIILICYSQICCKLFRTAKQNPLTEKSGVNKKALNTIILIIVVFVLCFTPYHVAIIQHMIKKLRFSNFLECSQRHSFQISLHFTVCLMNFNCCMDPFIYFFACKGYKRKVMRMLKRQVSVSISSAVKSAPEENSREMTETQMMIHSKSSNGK
Apaf1 inhib: inhibitors of human Apaf-1 apoptosome. O14727. reconstituted apoptosome caspase-3 activity, DEVD-Rh110 fluorescence. inhibition, % at 20 µM. hit rate 0.71% among 330,000. AID 489030; active = inhibition of at least 40% at 20 µM;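 also: plate controls were DMSO wells for no effect and DEVD-CHO caspase inhibitor wells for full effect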
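Material: reconstituted apoptosome with Apaf-1, cytochrome c, caspase-9, procaspase-3, dATP / Buffer or medium: pH 7.5 Hepes buffer with CHAPS, BSA, DTT / Also added: cytochrome c with DEVD-Rh110 / Schedule: compound with Apaf-1, dATP, procaspase-3 30 min, then 50 min reaction, room temperature / Technique: rhodamine 110 fluorescence at Ex 480/Em 540 nm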
* = called active by the depositor. Rule as the data show it, unless noted: active = inhibition above about 50%; inactive = the rest. Not all compounds are listed; rates above refer to the full screens.

The opening four records, to show the layout:
Key to letters: A = 697 NFkB inh; B = CCR6 antagonist; C = SENP8 inh; D = Jurkat NFkB inh; E = Gli-Sufu block; F = UBC13 polyUb; G = EBI2 block; H = Apaf1 inhib
Cc1cc(C)c(C)c(S(=O)(=O)ON2C(=O)c3ccccc3C2=O)c1C
  A: 2	B: 76*	C: -10	D: -17	E: -12	F: 11	G: -6	H: -3

CSc1nc2ccc(NC(=O)c3ccc(Cl)s3)cc2s1
  A: -55	B: 15	C: -29	D: -120	E: -57	F: 15	G: 5	H: 8

O=C(NCc1ccc(F)cc1)C1CCCN1C(=O)Nc1ccccc1 (centres undefined)
  A: -4	B: 7	C: 2	D: -9	E: 22	F: -5	G: 4	H: 5

Cc1ccc(NC(=O)C(C)N=C2NS(=O)(=O)c3ccccc32)cc1 (centres undefined)
  A: 18	B: -11	C: 11	D: -9	E: -7	F: 0	G: -6	H: -11

The whole of this part (from the top)
Key to letters: A = 697 NFkB inh; B = CCR6 antagonist; C = SENP8 inh; D = Jurkat NFkB inh; E = Gli-Sufu block; F = UBC13 polyUb; G = EBI2 block; H = Apaf1 inhib
Cc1cc(C)c(C)c(S(=O)(=O)ON2C(=O)c3ccccc3C2=O)c1C
  A: 2	B: 76*	C: -10	D: -17	E: -12	F: 11	G: -6	H: -3

CSc1nc2ccc(NC(=O)c3ccc(Cl)s3)cc2s1
  A: -55	B: 15	C: -29	D: -120	E: -57	F: 15	G: 5	H: 8

O=C(NCc1ccc(F)cc1)C1CCCN1C(=O)Nc1ccccc1 (centres undefined)
  A: -4	B: 7	C: 2	D: -9	E: 22	F: -5	G: 4	H: 5

Cc1ccc(NC(=O)C(C)N=C2NS(=O)(=O)c3ccccc32)cc1 (centres undefined)
  A: 18	B: -11	C: 11	D: -9	E: -7	F: 0	G: -6	H: -11

COc1ccccc1-c1nnc(NC(=O)c2ccccc2F)o1
  A: 9	B: 1	C: 2	D: 1	E: -6	F: -20	G: 7	H: -6

O=C(NCc1ccccn1)C(=O)NCC(c1ccco1)N1CCN(c2ccc(F)cc2)CC1 (centres undefined)
  A: 25	B: 4	C: -5	D: 11	E: 4	F: -6	G: -16	H: -11

Cc1cccc(C(=O)NCCN2CCCC2)c1
  A: 13	B: -1	C: 2	D: -3	E: 12	F: -7	G: -10	H: 1

COc1ccc(OCC(O)Cn2c(Br)nc3c2c(=O)[nH]c(=O)n3C)cc1 (centres undefined)
  A: 8	B: 12	C: -8	D: -16	E: 8	F: -6	G: 3	H: 4

O=C(CN1C(=O)c2ccccc2S1(=O)=O)NC1CCCC1
  A: 10	B: -1	C: 4	D: 13	E: 0	F: 2	G: -7	H: -12

CC(C)OC(=O)CSc1nnc(Cc2ccccc2)n1C
  A: -7	B: 21	C: -6	D: -5	E: 2	F: -4	G: 8	H: 5

Profiles as entered above. Values in the order: 697 NFkB inh, CCR6 antagonist, SENP8 inh, Jurkat NFkB inh, Gli-Sufu block, UBC13 polyUb, EBI2 block, Apaf1 inhib
COc1ccccc1-c1nnc(NC(=O)c2ccccc2F)o1 is entered as 9, 1, 2, 1, -6, -20, 7, -6
Cc1cccc(C(=O)NCCN2CCCC2)c1 is entered as 13, -1, 2, -3, 12, -7, -10, 1
Cc1ccc(NC(=O)C(C)N=C2NS(=O)(=O)c3ccccc32)cc1 (centres undefined) is entered as 18, -11, 11, -9, -7, 0, -6, -11
O=C(CN1C(=O)c2ccccc2S1(=O)=O)NC1CCCC1 is entered as 10, -1, 4, 13, 0, 2, -7, -12
O=C(NCc1ccccn1)C(=O)NCC(c1ccco1)N1CCN(c2ccc(F)cc2)CC1 (centres undefined) is entered as 25, 4, -5, 11, 4, -6, -16, -11

Additional records.
Key to letters: A = 697 NFkB inh; B = CCR6 antagonist; C = SENP8 inh; D = Jurkat NFkB inh; E = Gli-Sufu block; F = UBC13 polyUb; G = EBI2 block; H = Apaf1 inhib
COc1ccc(-c2coc3cc(O)ccc3c2=O)cc1
  A: -164	B: -5	C: 14	D: -90	E: -64	F: -3	G: -6	H: -3

CC(C)c1ccc(NC(=S)NN2CCN(C)CC2)cc1
  A: -2	B: 7	C: 0	D: 13	E: 13	F: 7	G: 2	H: -8

CCc1cccc(CC)c1N(COC)C(=O)Cn1c(CO)nc2ccccc21
  A: 3	B: 9	C: 0	D: 4	E: 5	F: 0	G: 5	H: -3

Cc1cc(C)nc(NC(=O)c2ccc(Cl)c(Cl)c2)n1
  A: 1	B: -6	C: -9	D: 14	E: 1	F: -2	G: 10	H: 5

O=C(CN1CCCCCCC1)N/N=C/c1ccc(F)cc1F
  A: -21	B: 8	C: -8	D: 1	E: 4	F: -10	G: 4	H: 8

COc1ccc2oc(C(=O)Nc3ccc(C)cn3)c(C)c2c1
  A: -119	B: -5	C: -8	D: -92	E: -98	F: 22	G: 1	H: 0

O=C(O)CSCC(=O)Nc1ccccc1
  A: -9	B: -1	C: -5	D: -12	E: 22	F: -4	G: -3	H: 6

CCN(/N=C/c1ccc(Cl)cc1)c1cc(=O)n(C)c(=O)[nH]1
  A: 3	B: 14	C: 4	D: -2	E: -22	F: -18	G: -8	H: 20

CCOC(=O)c1c(N)sc(C(C)=O)c1C
  A: -26	B: 7	C: -1	D: -1	E: -5	F: -10	G: 6	H: 14

Cc1nc2cc(C(=O)N3c4ccccc4CC3C)ccc2s1 (centres undefined)
  A: -75	B: 6	C: -3	D: 50	E: 4	F: -18	G: -6	H: 14

(continued)
Key to letters: A = 697 NFkB inh; B = CCR6 antagonist; C = SENP8 inh; D = Jurkat NFkB inh; E = Gli-Sufu block; F = UBC13 polyUb; G = EBI2 block; H = Apaf1 inhib
CCC(C)(C)n1nnnc1C(c1ccc(C)cc1)N(Cc1ccco1)Cc1cccs1 (centres undefined)
  A: -18	B: 19	C: 5	D: -1	E: 10	F: -16	G: 25	H: 23

CC(C)(C)c1ccc(-n2ncc3c2CCCC3NC(=O)CCN2CCCCC2=O)cc1 (centres undefined)
  A: -28	B: -11	C: 0	D: 17	E: 19	F: 7	G: -2	H: -2

CN1N=C(C(=O)N2CCCC(N3CCN(c4ccc(F)cc4)CC3)C2)CCC1=O (centres undefined)
  A: 0	B: 8	C: -2	D: 8	E: -6	F: 0	G: -8	H: -3

CCc1ccccc1NC(=O)c1nnn(CC(=O)Nc2ccccc2C)c1N
  A: 18	B: 2	C: 8	D: 2	E: 1	F: 1	G: -6	H: -9

CCC1=Nc2cc(C(=O)O)ccc2Sc2ccccc21
  A: 12	B: 16	C: -4	D: -9	E: 2	F: -10	G: 7	H: -8

O=S(=O)(NCC1CCCO1)c1ccc(S(=O)(=O)N(Cc2ccc(F)cc2)Cc2ccccn2)cc1 (centres undefined)
  A: 20	B: 4	C: 2	D: 5	E: 1	F: 13	G: -2	H: 5

Cn1c(NC(=O)c2ccco2)c(-c2ccccc2Cl)c(=O)c2ccccc21
  A: 17	B: -7	C: 7	D: 22	E: 3	F: 6	G: 2	H: -13

CC(NC(=O)COC(=O)Cn1cc(C(F)(F)F)ccc1=O)c1ccccc1 (centres undefined)
  A: 12	B: 1	C: 6	D: -22	E: -3	F: 12	G: -8	H: -10

CC(=O)Cc1c(C(=O)O)c(C)nn1-c1ccccc1
  A: -10	B: 4	C: 2	D: -3	E: 2	F: 7	G: -4	H: 0

Cc1onc(-c2ccccc2)c1C(=O)Nc1ccc2c(c1)OCO2
  A: 8	B: 8	C: -4	D: 6	E: 1	F: -5	G: -7	H: -9

Additional results.
The line under a structure holds: 697 NFkB inh	CCR6 antagonist	SENP8 inh	Jurkat NFkB inh	Gli-Sufu block	UBC13 polyUb	EBI2 block	Apaf1 inhib
- Cc1ccc(CSc2ncccc2C(=O)O)cc1
→ 13	8	-10	3	-1	0	-9	-7
- O=C(CSc1nnc(NC(=O)Cc2ccccc2)s1)NCc1ccco1
→ 3	-11	-10	-1	-15	-4	1	5
- O=C(O)c1nn(CCOc2ccccc2F)c(=O)c2ccccc12
→ 3	25	1	17	2	-5	4	7
- COC(=O)CN(c1nc(C)cc(OC)n1)S(=O)(=O)c1ccc(C)cc1
→ 2	-11	-7	4	-2	8	-13	-8
- O=C(Nc1cccc2ccccc12)N1CC=C(c2ccccc2)CC1
→ -63	5	-12	-30	6	-6	8	28
- CCN(/N=C/c1cccs1)c1cc(=O)n(C)c(=O)[nH]1
→ -6	-5	-1	-8	5	-14	0	5
- Cc1ccc(S(=O)(=O)NC(C(=O)Oc2cc3oc(=O)cc(C)c3cc2Cl)C(C)C)cc1 (centres undefined)
→ -4	-3	-8	5	2	4	-8	16
- CCNS(=O)(=O)c1ccc(NC(=O)c2ccc(Cn3cc([N+](=O)[O-])cn3)o2)cc1
→ 18	14	7	0	-6	5	-6	11
- COc1ccccc1OCCOCCOc1ccc(C)cc1[N+](=O)[O-]
→ 15	2	-4	12	-1	6	-9	9
- CSC(=S)N(C)C1CCS(=O)(=O)C1 (centres undefined)
→ 17	3	7	12	-4	7	-5	-2
- CCCCNc1c(-c2ccc(SC3CCCCC3)c(OC)c2)nc2ccc(C)cn12
→ 6	14	-6	12	8	18	52*	35
- CCOC(=O)N1CCN=C1SCc1ccc(Cl)c(Cl)c1
→ 20	11	7	-12	0	-4	9	-6
- COc1ccc(OC)c(S(=O)(=O)Nc2cc3c4c(c2)CCC(=O)N4CCC3)c1
→ 4	5	14	-6	5	2	-8	8
- CCN1CCc2c(sc(NC(=S)NC(=O)c3ccc(Cl)cc3)c2C(N)=O)C1
→ 7	28	12	-8	-9	-17	0	6
- O=C(NCc1ccc2c(c1)OCO2)Nc1ccc(Cl)cc1
→ -4	-11	-4	-14	-11	9	-1	5

(further entries)
The line under a structure holds: 697 NFkB inh	CCR6 antagonist	SENP8 inh	Jurkat NFkB inh	Gli-Sufu block	UBC13 polyUb	EBI2 block	Apaf1 inhib
- CCN(Cc1nc2ccccc2c(=O)[nH]1)C(=O)COc1ccccc1Cc1ccccc1
→ -1	15	6	1	1	-3	1	24
- Cc1ccc(C(=O)N(CCc2ccccc2)Cc2ccccc2)cc1S(=O)(=O)N1CCCCC1
→ -20	31	17	15	14	-6	15	36
- Cn1c(N)c(S(=O)(=O)NCc2ccc(Cl)cc2)c(=O)n(C)c1=O
→ 4	-7	3	8	-2	0	-7	9
- CCOC(=O)C1CCCN(CCC(=O)Nc2ccc(C)cc2)C1 (centres undefined)
→ 4	-6	0	-2	7	3	8	1
- CCOc1ccc(N(C(=O)C2CCCO2)C2C=CS(=O)(=O)C2)cc1 (centres undefined)
→ 0	4	6	11	3	-1	-7	-18
- COC(=O)COc1cc(C)cc2oc(=O)c(CC(=O)OC)c(C)c12
→ 19	5	-6	9	15	10	-1	1
- CCO[C@H]1OC(C(=O)NC2CC2)=C[C@@H](C2CCCCC2)[C@@H]1CCCO
→ 12	9	-2	12	1	-3	-3	3
- CCNC(=O)c1ccc(OCC(=O)Nc2ccc(F)cc2)c(OC)c1
→ 7	-2	3	-5	-3	5	0	-4
- CCCCCCC(=O)Nc1nc(C)c(-c2csc(Nc3cc(Cl)ccc3OC)n2)s1
→ 8	25	-6	12	2	-31	4	-4
- O=C(CSc1ncccn1)N/N=C/c1cccc([N+](=O)[O-])c1
→ -28	-2	-3	6	0	-9	-11	5
- C=CCSc1ccccc1C(=O)Nc1ncn[nH]1
→ -4	7	3	-10	-8	0	0	-5
- COc1ccc(CNC(=O)CNC(=O)c2sc3ccccc3c2Cl)cc1OC
→ 35*	6	1	15	15	-1	8	13
- C=CCNc1oc(-c2ccc(Cl)cc2)nc1C#N
→ -40	14	-13	9	52	-42	-3	14
- COc1ccc2cc3cc(C(=O)NCC4CCCO4)oc3nc2c1 (centres undefined)
→ 22	-10	1	-4	-12	14	-13	2
